High-throughput results (PubChem)
CHRM4 PAM: human M4 muscarinic receptor positive allosteric modulators, primary screen, CHO-K1 cells, Fluo-8 calcium fluorescence. Muscarinic acetylcholine receptor M4 (Homo sapiens), P08173. CHO-K1 hM4/Gqi5, ACh EC20; 0% = ACh EC20, 100% = maximal ACh. activation, % at 3 µM. 0.4% of 360,000 active. AID 624126, 2012;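 active means activation above its plate's cutoff, the mean activation of sample wells plus 3 SD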; further: some results filed as inactive read as strong as hits
M4 ag: human M4 muscarinic receptor agonists, primary screen, CHO-K1 cells, Fluo-8 calcium fluorescence; Muscarinic acetylcholine receptor M4 (Homo sapiens), P08173; CHO-K1 hM4/Gqi5; vehicle 0%, full acetylcholine response 100%; activation, % at 3 µM; 0.14% of 360,000 active;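 active means activation above the run mean over all test wells plus 3 SD, cut at about 32% in these data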;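 further: peak over basal fluorescence ratio per well then scaled between controls; 0% = DMSO wells and 100% = acetylcholine at EC100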
CRFR2-BP ag: agonists of CRF-BP/CRF-R2 complex, primary screen, cell-based, HEK293, calcium dye fluorescence, uHTS. CRF-binding protein / CRF receptor 2 complex (human). calcium dye fluorescence (FLIPR); percent of saturating CRF peptide response. activation, % at 13.2 µM. 0.46% of 350,000 active;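 active means activation of at least 50%, plus an integration ratio under a set limit after plate pattern correction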;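 further: plate controls were neutral control wells without compound for no effect and CRF at EC100 for full effect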
IDE cell inh: human IDE inhibitors in live cells, primary screen, fluorescence polarization, HEK cells, FAbetaB substrate; AID 434962, 2010; inhibition, % at 5.59 µM; Insulin-degrading enzyme (Homo sapiens), P14735; FAbetaB cleavage; 0.41% of 320,000 active;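 active means percent inhibition above the average of all tested compounds plus 3 SD, set per screening campaign, cut at about 16% in these data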;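 further: IDE supplied by intact live HEK cells; FP after avidin binding of uncleaved biotin substrate so inhibition keeps polarization high; 0% = DMSO wells and 100% = 60 µM reference IDE inhibitor Ii1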
Target sequence (P14735 whole entry, looked up): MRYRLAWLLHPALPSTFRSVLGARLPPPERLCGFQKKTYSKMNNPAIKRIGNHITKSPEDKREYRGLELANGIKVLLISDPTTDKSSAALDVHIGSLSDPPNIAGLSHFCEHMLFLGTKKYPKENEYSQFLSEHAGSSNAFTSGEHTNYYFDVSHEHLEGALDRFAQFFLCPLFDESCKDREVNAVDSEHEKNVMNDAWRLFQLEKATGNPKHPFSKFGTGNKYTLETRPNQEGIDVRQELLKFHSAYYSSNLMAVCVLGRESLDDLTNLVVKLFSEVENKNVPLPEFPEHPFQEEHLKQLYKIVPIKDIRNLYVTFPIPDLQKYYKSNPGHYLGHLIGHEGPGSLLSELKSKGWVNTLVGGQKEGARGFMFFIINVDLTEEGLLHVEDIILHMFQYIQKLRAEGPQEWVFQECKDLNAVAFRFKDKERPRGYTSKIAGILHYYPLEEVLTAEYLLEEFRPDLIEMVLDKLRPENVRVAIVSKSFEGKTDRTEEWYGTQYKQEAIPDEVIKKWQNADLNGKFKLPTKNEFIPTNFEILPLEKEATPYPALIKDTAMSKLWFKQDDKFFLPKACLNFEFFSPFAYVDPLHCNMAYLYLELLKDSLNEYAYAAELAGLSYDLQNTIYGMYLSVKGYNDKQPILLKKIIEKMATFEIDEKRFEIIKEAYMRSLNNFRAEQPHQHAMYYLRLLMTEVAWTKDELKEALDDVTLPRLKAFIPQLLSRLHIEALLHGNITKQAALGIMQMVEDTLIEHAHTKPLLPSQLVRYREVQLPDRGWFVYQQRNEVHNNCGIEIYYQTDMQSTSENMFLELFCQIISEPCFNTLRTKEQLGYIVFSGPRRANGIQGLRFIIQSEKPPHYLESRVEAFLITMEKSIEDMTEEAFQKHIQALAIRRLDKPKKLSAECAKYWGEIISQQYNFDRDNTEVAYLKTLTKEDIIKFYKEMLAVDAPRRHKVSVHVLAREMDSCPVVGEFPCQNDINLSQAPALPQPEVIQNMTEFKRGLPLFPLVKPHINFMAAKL
M4 antag: human M4 muscarinic receptor antagonists, primary screen, CHO cells, Fluo-8 calcium fluorescence; Muscarinic acetylcholine receptor M4 (Homo sapiens), P08173; CHO-hM4 cells, ACh EC80; inhibition, % at 3 µM; 0.73% of 360,000 active; AID 624125, 2012;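 active means inhibition above its plate's cutoff, the mean inhibition of sample wells plus 3 SD, cut at about 27% in these data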;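 further: 0% = acetylcholine EC80 with DMSO and 100% = DMSO without agonist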
CHRM5 antagonist: human M5 muscarinic receptor antagonists, primary screen, CHO cells, Fluo-8 calcium fluorescence. inhibition, % at 3 µM. 0.59% of 360,000 active. CHO-hM5 cells, ACh EC80;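 active means inhibition above a per-plate cutoff, the mean of that plate's test compounds plus 3 SD, cut at about 27% in these data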;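 further: 0% = acetylcholine EC80 with DMSO and 100% = DMSO without agonist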
CHRM5 agonist: human M5 muscarinic receptor agonists, primary screen, CHO-K1 cells, Fluo-8 calcium fluorescence; Muscarinic acetylcholine receptor M5 (Homo sapiens), P08912; CHO-K1 hM5 cells; 0% DMSO wells, 100% maximal acetylcholine response; activation, % at 3 µM; 0.19% of 360,000 active; AID 624037, 2012;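 active means activation above the run's mean over test compounds plus 3 SD, cut at about 23% in these data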;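 further: signal is peak over basal fluorescence ratio across the kinetic read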
CRFR2-BP antag: antagonists of CRF-BP/CRF-R2 complex, primary screen, cell-based, HEK293, calcium dye fluorescence, uHTS. inhibition, % at 11.8 µM. 0.59% of 350,000 active. CRF-induced calcium fluorescence. AID 588475, 2011;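 active means inhibition of the ligand-induced calcium signal above about 50% at the single tested concentration, limit read from the data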
M5 PAM: human M5 muscarinic receptor positive allosteric modulators, primary screen, CHO-K1 cells, Fluo-8 calcium fluorescence. Muscarinic acetylcholine receptor M5 (Homo sapiens), P08912. CHO-K1 hM5, ACh EC20 PAM; 0% = ACh EC20, 100% = ACh EC100. activation, % at 3 µM. 0.3% of 360,000 active. AID 624038, 2012;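 active means activation above the run cutoff, the mean activation of all test compounds plus 3 SD, cut at about 18% in these data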
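Test system: CHO-K1 hM5 cells / Doses: single-point, 3 µM nominal / Times: Post-acetylcholine fluorescence recording 140 s / Technique: Fluo-8 calcium fluorescence / Measure: Max/basal fluorescence ratio as % of EC20–EC100 ACh window / Benchmarks: low control EC20 acetylcholine (0%), high control EC100 acetylcholine (100%) / Replicates: one well per compound, no replicates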
* = called active by the depositor; · = not tested or not shown.

Fields: CHRM4 PAM, M4 ag, CRFR2-BP ag, IDE cell inh, M4 antag, CHRM5 antagonist, CHRM5 agonist, CRFR2-BP antag, M5 PAM
#1 CCOc1cc(/C=N/Nc2nc(N3CCCCC3)nc(N3CCCCC3)n2)ccc1OC(=O)c1ccco1
    -2, 0, 2.7, -4, -3, -1, -1, -2, -3
#2 Cc1[nH]c2ccc(C(=O)NCCCN3CCCCC3)cc2c1C
    1, 0, 1.9, 3, -6, 3, -3, -6, 1
#3 O=C(NCCN1CCC(n2c(=O)[nH]c3ccccc32)CC1)c1cccs1
    5, 2, ·, ·, -12, -6, -4, ·, -1
#4 O=C(N/N=C/c1ccncc1)c1nn(Cc2ccccc2)c(=O)c2ccccc12
    4, -1, -2.3, 1, -4, 16, 3, -4, 1
#5 O=C(Nc1ccc(OC(F)F)cc1)c1ncc(Cl)c(Cl)c1Cl
    -12, 8, 15, 7, -4, 13, -5, -12, -9
#6 Cc1ccc(-c2nn3c(C)nnc3s2)cc1NC(=O)c1ccc(-c2ccc(Cl)cc2Cl)o1
    15, -1, -0.4, -3, 1, 7, -3, -46, 1
#7 CCCn1c(=O)cc(N)n(-c2ccc(OC(F)(F)F)cc2)c1=O
    5, 0, -4.2, 6, -10, 3, -4, 4, 4
#8 Cc1nn(-c2ccccc2)c(C)c1C(=O)OCC(N)=O
    -2, 0, -0.3, 3, -1, 5, -4, 19, 6
#9 Cc1ccc(S(=O)(=O)N(C)Cc2ccc(C(=O)N/N=C3\CCCC(=O)C3)cc2)cc1
    -4, 2, -1.9, -4, 4, 5, -4, 15, -3
#10 O=C(C1CCC(CNc2c(N3CCCCC3)c(=O)c2=O)CC1)N1CCc2ccccc2C1 (configuration not stated)
    0, 0, -1.2, ·, -15, 0, -2, 3, -6
#11 CCOc1cccc(OCCCCN2CCOCC2)c1
    5, 3, -3.0, 11, 17, 3, -8, 17, -3
#12 COc1ccc(N2C(=O)C3CCCN3C2c2ccccc2F)cc1 (configuration not stated)
    1, 1, -0.9, 2, 3, 3, 1, 16, -2
#13 CCn1c(SCc2cc(=O)[nH]c3ccccc23)nnc1C1CC1
    0, 1, -3.2, 2, -8, 2, -2, -11, 2
#14 Clc1ccc2c(c1)C1OCCC1C(c1ccco1)N2 (configuration not stated)
    3, 3, 8.3, 4, -7, -4, -9, -18, -1
#15 Cc1cc(C)cc(N2CCN(C(=O)N3CCOCC3)CC2)c1
    0, 0, 0.9, 1, 1, 5, -1, -12, -5
#16 CCOc1cc(CN2CCCC(N3CCN(c4ccc(F)cc4)CC3)C2)ccc1OC (configuration not stated)
    -4, 1, 1.3, -2, -9, -26, 1, -6, 0
#17 COc1ccc(Cn2nc(C(=O)O)c3ccccc3c2=O)cc1F
    -4, 2, -2.1, 1, -10, 9, -1, -14, 5
#18 Cc1ccc2cc(CN(CC3CCCO3)C(=O)c3cccs3)c(=O)[nH]c2c1 (configuration not stated)
    6, 2, -3.0, -5, -6, 5, -2, -12, 1
#19 CC(=O)N=Nc1[nH]c(N)c2ccccc12
    -3, 0, 0.0, 2, -1, -3, -2, -20, 1
#20 COc1ccc(N2CCN(S(=O)(=O)c3ccc4c(c3)NC(=O)C(C)S4)CC2)cc1 (configuration not stated)
    -11, 18, -0.9, 1, 11, 16, 6, -4, -13
#21 C/C(=N/NC(=O)CNC(=O)c1ccncc1)c1ccc(Cl)cc1
    -26, 15, -0.7, -7, -2, 18, 0, -5, -19
#22 O=C(CS(=O)CC(=O)Nc1ccccc1-c1ccccc1)Nc1ccc(F)cc1 (configuration not stated)
    -1, 2, -0.6, 4, -3, 3, -2, -1, 1
#23 COc1ccccc1C(=O)COC(=O)C1CCN(S(=O)(=O)c2ccc(C)c(C)c2)CC1
    -5, 0, 2.0, 1, 3, 5, -7, 2, -15
#24 Clc1ccc(-c2nnc(-c3ccccc3)o2)cn1
    -2, 9, 1.1, ·, -1, 13, 0, 2, -9
#25 COc1ccc(N(CC(=O)N2CCN(Cc3ccccc3)CC2)S(C)(=O)=O)cc1
    -3, 0, -1.2, 4, -14, 2, 2, -2, 0
#26 O=C(CNS(=O)(=O)c1ccccc1)N1CCN(C(=O)c2ccco2)CC1
    -1, 1, 8.6, -3, 1, -5, 1, 14, 8
#27 Cc1cc(C)n(-c2ccc(NC(=O)C3CCCCN3C(=O)c3sccc3C)cc2)n1 (configuration not stated)
    -6, 4, 0.9, 8, 5, 13, -3, -17, -3
#28 Cc1ccc(CNC(=O)COC(=O)c2ccc(S(=O)(=O)N(C)C)cc2)cc1
    3, 1, -4.4, 5, -10, -11, 0, -26, 5
#29 Cc1cc(SCn2nnc3ccccc3c2=O)nc2ccccc12
    5, 0, 1.6, -2, 5, -1, -1, 7, 1
#30 COc1ccc(C2NC(=O)NC(C)=C2C(=O)OCC2CCCCC2)cc1OC (configuration not stated)
    3, 2, -0.5, 6, 7, 11, -4, -5, -3

(listing goes on)
Fields: CHRM4 PAM, M4 ag, CRFR2-BP ag, IDE cell inh, M4 antag, CHRM5 antagonist, CHRM5 agonist, CRFR2-BP antag, M5 PAM
#31 CN(C)c1ncnc2c1ncn2[C@H]1CN(Cc2ccc(Cl)cc2)C[C@@H](CO)O1
    0, 1, ·, ·, 14, -2, 1, ·, -4
#32 CC1(C)CC(N2CCN(C(c3ccccc3)c3ccccc3)CC2)=CC(=[N+]2CCCCC2)C1
    -42, 6, -1.0, -2, 57*, 32*, -17, -17, -31
#33 O=C(Nc1ccccc1)c1nnn(Cc2ccccc2)c1NC(=O)C(F)(F)F
    -6, 1, -0.4, -4, 14, 7, 0, 6, -6
#34 O=[N+]([O-])c1cccc(CSc2nnc3ccccn23)c1
    -3, 0, 0.7, 3, -2, 15, -4, -4, -5
#35 CN(Cc1ccc(Cl)s1)C(=O)CCl
    4, 1, -2.4, 4, -4, 4, -1, 12, 4
#36 Cc1cc(C)nc(NS(=O)(=O)c2ccc(NC(=O)CN3C(=O)C4CC=CCC4C3=O)cc2)n1 (configuration not stated)
    -2, 1, -1.5, 5, 3, -3, -2, 6, -6
#37 CCOc1ccc(N(Cc2cc3cc(OC)ccc3[nH]c2=O)S(C)(=O)=O)cc1
    10, 0, 0.0, 1, 7, -5, 1, 0, -4
#38 Cc1ccc(NC(=O)C(OC(=O)c2ccc(NC(N)=O)cc2)c2ccccc2)cc1Cl (configuration not stated)
    -3, 0, -0.5, 2, 13, -4, -4, -132, 4
#39 CCN(CC)S(=O)(=O)c1cccc(NC(=O)COC(=O)CCC(=O)c2cccs2)c1
    0, 1, -2.5, 0, 2, 6, 6, 1, 2
#40 CCCn1c(C2CCCN2c2nc(-c3ccc(OC)cc3)cs2)nc2ccccc21 (configuration not stated)
    -10, -2, -1.6, -1, 9, 3, -7, 11, 7
#41 O=C(COC(=O)/C=C/c1ccc(Cl)cc1)Nc1ccccc1-c1ccccc1
    8, 0, 1.4, 2, 4, 3, -3, -16, 1
#42 Cc1ccc(S(=O)(=O)N2CCOCC2)cc1C(=O)Nc1ccccn1
    -2, 2, 1.9, 8, -5, 1, 2, -26, -8
#43 Cc1ccc(NC(=S)Nc2cccc3ccccc23)cc1F
    4, 3, 0.3, -1, -2, 11, -4, 0, -5
#44 O=[N+]([O-])c1cccc(NC(=S)N2CCCC2)c1
    11, 1, -0.7, ·, -1, 8, -4, 25, 8
#45 CCCN(CCC)Cc1c(C(=O)N/N=C/c2ccncc2)nnn1-c1nonc1N
    -4, 11, -3.7, 3, -4, 3, -1, -4, -4
#46 Cc1cccc(C2=N/C(=C\c3cccnc3)C(=O)O2)c1
    7, 0, -0.3, 4, -10, -3, -4, -3, 0
#47 Cc1ccc(/C=N/NC(=O)c2cccc(S(=O)(=O)Nc3ccccc3Cl)c2)o1
    -11, 3, -1.0, -1, 9, 1, 0, 9, -6
#48 Cc1c(N=C2NN=C(c3ccc(Cl)cc3)CS2)c(=O)n(-c2ccccc2)n1C
    -1, 1, -0.2, -1, -11, -2, -4, 15, -12
#49 CC1CCCCN1C(=O)CSc1nnc(-c2cccnc2)o1 (configuration not stated)
    0, 1, 0.3, 5, -6, 8, -2, 2, 3
#50 COc1ccc(C(=O)NCC(=O)OCC(=O)N2CC(C)OC(C)C2)cc1OC (configuration not stated)
    1, 1, 0.8, 7, -15, -1, 4, 1, -2
#51 Cc1ccc(CN2CCNC(=O)C2CC(=O)N(C)C2CCCCC2)cc1 (configuration not stated)
    -1, 1, -4.9, 0, 2, -2, -1, -28, 2
#52 CC1(CC(=O)N/N=C/c2ccc(-c3cccc(C(F)(F)F)c3)o2)OCCO1
    -2, 8, -0.9, 4, -4, -4, 4, -27, -9
#53 O=C(COC(=O)c1ccc(Cl)nc1)NC(=O)c1ccccc1
    1, 1, 1.0, 3, 3, 5, -3, -24, -10
#54 CCC(C(=O)NC(C)(C)C)n1c(-c2ccccc2)nc2ccccc21 (configuration not stated)
    4, 2, ·, ·, -10, 3, -2, ·, -5
#55 N#C/C(=C\c1cccs1)C(=O)NCc1cccnc1
    11, 1, 1.8, 4, -3, 0, 0, 4, 2
#56 O=C(CN1C(=O)NC(c2ccc(F)cc2)C1=O)NC1CCCCC1 (configuration not stated)
    3, 1, -3.6, -2, 10, 8, -2, -3, 6
#57 O=C(NC1=NCCS1)C12CC3CC(CC(C3)C1)C2
    2, 1, -1.2, 6, -3, 3, -1, -1, -10
#58 O=C(c1ccccc1)c1cc2ccccc2oc1=O
    -4, 0, -2.8, 2, 4, 6, -4, -1, -5
#59 O=C(O)CC(CC(=O)Nc1ccc(F)c(Cl)c1)c1ccc(Cl)cc1Cl (configuration not stated)
    -2, 0, -1.1, 7, -2, 14, -2, 5, -6
#60 CCCC(=O)NCc1nc2ccccc2n1C
    -4, 1, 1.2, -16, 7, -5, 1, -12, 3
#61 CN1CCN(c2ccc([N+](=O)[O-])c(-n3nc(-c4ccccc4)c4ccccc4c3=O)c2)CC1
    -1, 3, 0.6, 5, -4, -11, -6, 5, 8
